# MT1-MMP act inh: blockers of MT1-MMP proenzyme processing, primary screen, HT1080 RFP-PRO-GFP cells, GFP/RFP fluorescence | GFP/RFP ratio change, % at 20 µM | 0.061% of 360,000 active | Matrix metalloproteinase-14 (Homo sapiens), P50281 | GFP/RFP ratio fluorescence, overnight; percent of plate control window, DMSO zero;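 active = GFP/RFP ratio change of at least 30% with cell ATP level not reduced by more than half and red fluorescence within 50% of control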; also: strong numbers were not always called active
#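 Material – HT1080 RFP-PRO-GFP cells · Control set – DMSO wells and RFP-L50D-GFP cells · Incubation – overnight cell settling, then overnight compound exposure, 37 °C, 5% CO2 · Compound dosing – single-point 20 µM compound, 1% DMSO · Read-out – GFP/RFP fluorescence ratio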
# FAS TE block: FAS thioesterase domain inhibitors, primary screen, biochemical, fluorescence intensity, uHTS; Fatty acid synthase (Homo sapiens), P49327; recombinant FAS-TE, OMFH fluorogenic substrate, fluorescence endpoint; inhibition, % at 15 µM; 0.67% of 360,000 active; AID 602261, 2012;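 active = compounds whose normalised, plate-corrected inhibition of enzyme fluorescence in the single-dose primary screen is 50% or more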;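 also: 0% = DMSO with enzyme and 100% = substrate without enzyme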
# bovine MsrA act: bovine MsrA enzyme activators, primary screen, biochemical, absorbance, HTS; purified bovine MsrA, absorbance read-out; activation, % at 10.6 µM; 0.3% of 360,000 active; AID 602163, 2012; in the data active = activation above about 7.5%;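 also: 0% = vehicle and 100% = reference activator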
# MLLE-PAM2 inh: inhibitors of PABP1 MLLE–PAM2 peptide binding, primary screen, biochemical, fluorescence polarization, FITC-PAM2, GST-MLLE | Polyadenylate-binding protein 1 (Homo sapiens), P11940 | inhibition, % at 20 µM | 0.36% of 360,000 active | AID 588489, 2011; in the data active = inhibition above about 35%, passing the limit was not always enough;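 also: plate controls were DMSO wells with GST-MLLE for no effect and wells lacking GST-MLLE protein for full effect; some results filed as inactive read as strong as hits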
# Tb MetRS inh: T. brucei MetRS inhibitors, primary screen, biochemical, luminescence. methionyl-tRNA synthetase (Trypanosoma brucei brucei). purified T. brucei MetRS, ATP depletion, Kinase-Glo luminescence. inhibition, % at 11.9 µM. 0.4% of 360,000 active. AID 624268, 2012;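 active = inhibition above a per-plate cutoff of the control wells' mean inhibition plus 3 SD, cut at about 5.5% in these data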;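 also: 0% = DMSO wells median and 100% = median of wells with control inhibitor compound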
#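 Measured by: Kinase-Glo luciferase luminescence reporting remaining unconsumed ATP. Material: purified T. brucei MetRS enzyme. Doses: 11.9 µM compound single dose, 0.9% DMSO. Medium: HEPES buffer containing pyrophosphatase, BSA, spermine, DTT. Times: 15 min preincubation, 2 h reaction, all 25 °C. Reagent: methionine, ATP and bulk E. coli tRNA.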
# CendR NRP1 mod: modulators of CendR peptide binding to NRP-1, primary screen, biochemical, fluorescence polarization, uHTS. Neuropilin-1 (Homo sapiens), O14786. FAM-RPARPAR peptide binding to NRP-1. inhibition, % at 25 µM. 0.85% of 360,000 active. AID 602438, 2012;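 active = inhibition or corrected inhibition above about 18%, plus a signal ratio from 0.5 to 1.5, limit read from the data, passing the limit was not always enough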; also: strong numbers were not always called active
# MsrA inhibitor: bovine MsrA enzyme inhibitors, primary screen, biochemical, absorbance, HTS; AID 651718, 2012; purified bovine MsrA, absorbance read-out; 0.75% of 360,000 active; Methionine sulfoxide reductase A (Bos taurus); inhibition, % at 15.5 µM; in the data active = inhibition above about 4.5%;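 also: 0% = vehicle wells with enzyme and 100% = reference inhibitor wells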
# eLon inh: inhibitors of E. coli Lon protease, primary screen, biochemical, fluorescence polarization; P0A9M0; purified E. coli Lon protease; inhibition, % at 7.94 µM; 0.42% of 360,000 active; AID 602123, 2011; in the data active = inhibition above about 13%, passing the limit was not always enough;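 also: 0% = enzyme with probe and DMSO and 100% = no enzyme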
# Target sequence (P0A9M0 whole entry, looked up): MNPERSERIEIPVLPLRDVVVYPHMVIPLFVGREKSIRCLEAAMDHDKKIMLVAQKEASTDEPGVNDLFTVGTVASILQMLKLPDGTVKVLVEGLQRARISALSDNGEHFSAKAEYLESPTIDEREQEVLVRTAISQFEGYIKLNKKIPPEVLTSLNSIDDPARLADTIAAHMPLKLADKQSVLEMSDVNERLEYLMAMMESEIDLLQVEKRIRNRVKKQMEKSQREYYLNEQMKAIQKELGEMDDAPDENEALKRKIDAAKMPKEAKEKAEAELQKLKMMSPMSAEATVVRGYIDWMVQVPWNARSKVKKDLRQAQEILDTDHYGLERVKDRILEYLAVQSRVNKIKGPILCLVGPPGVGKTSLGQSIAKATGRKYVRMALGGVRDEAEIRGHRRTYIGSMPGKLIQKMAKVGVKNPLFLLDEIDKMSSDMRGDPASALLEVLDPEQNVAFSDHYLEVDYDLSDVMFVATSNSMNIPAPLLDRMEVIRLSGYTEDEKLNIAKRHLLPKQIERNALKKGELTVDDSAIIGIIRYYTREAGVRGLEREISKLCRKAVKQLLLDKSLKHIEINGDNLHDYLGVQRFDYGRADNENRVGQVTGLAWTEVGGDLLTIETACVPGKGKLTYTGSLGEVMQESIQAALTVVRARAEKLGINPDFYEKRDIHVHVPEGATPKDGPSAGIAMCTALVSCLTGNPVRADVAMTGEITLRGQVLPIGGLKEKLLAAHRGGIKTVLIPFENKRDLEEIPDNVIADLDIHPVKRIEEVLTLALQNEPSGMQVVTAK
# SKN-1 block: suppressors of acrylamide-induced Pgst-4::GFP reporter in worms, primary screen, SKN-1 inhibitor project, whole organism, uHTS, GFP/RFP fluorescence ratio, strain VP596 | inhibition, % at 21.8 µM | 0.49% of 360,000 active | AID 624304, 2012 | C. elegans VP596 Pgst-4::GFP/RFP ratio, 24 h;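 active = interference check ratio from 0.5 to 1.5 plus GFP to RFP signal ratio inhibition reaching or exceeding a fixed threshold, cut at about 30% in these data, passing the limit was not always enough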; also: some compounds called inactive have numbers as strong as hits
# An asterisk follows results filed as active; x = not tested or not shown.
SMILES,MT1-MMP act inh,FAS TE block,bovine MsrA act,MLLE-PAM2 inh,Tb MetRS inh,CendR NRP1 mod,MsrA inhibitor,eLon inh,SKN-1 block
COc1cccc(N(C(=O)CNC(=O)c2ccco2)C(C(=O)NC2CCCC2)c2ccco2)c1 (stereo not given),-1,-2,-7,10,-0.7,5,0.2,2,0
CC(=O)[C@@]1(O)CC[C@H]2[C@@H]3C[C@H](C)C4=CC(=O)C=C[C@]4(C)[C@@]3(F)[C@@H](O)C[C@@]21C,-2,-6,-2,9,-1.4,3,-0.9,-7,6
CCN1C(=O)Cc2cc(S(=O)(=O)NCCc3ccccc3)ccc21,2,-2,-3,-18,0.2,7,1.4,-4,12
COc1ccc(NC(=O)COc2coc(CN3CCN(c4ccccc4)CC3)cc2=O)cc1,1,-2,-7,14,-0.4,8,-0.1,-2,-14
COc1ccccc1NS(=O)(=O)c1ccc(NC(C)=O)cc1,-1,-10,-2,2,-0.5,1,0.3,-5,2
Cc1ccc(S(=O)(=O)NC(=O)Nc2ccc(C)cc2C)cc1,1,-3,2,2,0.1,12,-0.3,2,-6
COc1ccc(C(CNC(=O)CCNS(=O)(=O)c2ccc(Br)cc2)N2CCOCC2)cc1 (stereo not given),-1,0,-2,6,0.2,-1,-0.5,-7,-3
CCOC(=O)C(=CNc1ccc2c(c1)nnn2-c1ccc(Cl)cc1)C(=O)OCC,6,-10,-3,-3,0.2,8,-0.1,-11,-1
O=Cc1ccc(-n2cccn2)cc1,7,-2,-5,13,-0.5,4,2.0,-5,-2
COc1ccc(C2C(C(=O)N3CCN(c4ccccc4)CC3)c3ccccc3C(=O)N2C)cc1 (stereo not given),4,-3,2,-8,-0.4,-3,-0.2,13,-18
O=C(CN(c1ccccc1)S(=O)(=O)c1ccccc1)Nc1ccc(F)cc1,-3,7,0,7,-0.2,1,0.4,3,0
CC(C)C[C@H](NC(=O)OC(C)(C)C)c1nnc(SCc2ccccc2)o1,-5,10,-5,-116,-1.0,-5,-1.1,-1,-7
CC(=O)C[C@@H](O)CC(=O)[C@@H]1OC(=O)[C@H](C)C/C=C\Cc2ccccc21,-6,-6,0,5,-0.2,-7,-0.4,-6,6
O=C1Nc2ccc([N+](=O)[O-])cc2OC1CCN1CCN(Cc2ccc3c(c2)OCO3)CC1 (stereo not given),7,10,-8,-7,-0.7,-2,2.6,-12,-6
CCc1nnc(NC(=O)c2ccc(OC)cc2OC)s1,1,-9,-4,-13,-1.1,-9,1.1,-5,0
Cc1ccc(-c2c(C)n([O-])c3c([n+]2=O)CCCC3)cc1,0,-6,-4,6,-0.1,5,-0.3,-4,9
CCOC(=O)c1cnc2c(Cl)cc(Cl)cc2c1NCCOCCO,-6,0,-2,-8,0.0,-12,1.6,-3,8
CC(C)OCCCNC(=S)Nc1ccc2nc3n(c(=O)c2c1)CCCCC3,4,0,-6,6,-0.4,10,0.0,11,1
CCCn1c(SCC(=O)Nc2ccc(Cl)cc2)n[nH]c1=O,6,5,-4,-2,1.4,3,-0.4,-3,4
CC1CCC(NC(=O)c2ccc3snnc3c2)CC1 (stereo not given),-1,3,-5,-4,-0.6,11,1.8,8,1
N=c1c(C(=O)NCc2ccco2)cc2c(=O)n3ccccc3nc2n1CCc1ccccc1,2,-5,1,-10,0.2,-13,0.7,-6,7
Cc1ccc(C)c(C(=O)CN2C(=O)NC3(CCC(C)CC3)C2=O)c1 (stereo not given),-5,4,-4,-4,-1.0,-16,-0.3,-5,14
CN1CCN(S(=O)(=O)c2ccc(NC(=O)c3ccc(Br)s3)cc2)CC1,1,-2,-11,2,0.8,1,0.3,3,-13
COc1ccc([C@H]2CC(=O)C=C(c3cccc(CO)c3)C2)cc1,3,-2,-2,4,0.0,-10,1.1,-5,17
O=C(NC1CCCc2ccccc21)c1cc(F)cc(F)c1 (stereo not given),-8,4,-1,14,-0.5,11,-0.9,2,-6

# Reprinted from the part before: 2 entries; new compounds follow.
SMILES,MT1-MMP act inh,FAS TE block,bovine MsrA act,MLLE-PAM2 inh,Tb MetRS inh,CendR NRP1 mod,MsrA inhibitor,eLon inh,SKN-1 block
COc1ccc([C@H]2CC(=O)C=C(c3cccc(CO)c3)C2)cc1,3,-2,-2,4,0.0,-10,1.1,-5,17
O=C(NC1CCCc2ccccc21)c1cc(F)cc(F)c1 (stereo not given),-8,4,-1,14,-0.5,11,-0.9,2,-6
N#CC1(C#N)C(c2ccccc2)OC23CCCCCC2C1(C#N)C(=N)O3 (stereo not given),-15,-4,-8,2,-1.1,-4,0.1,9,13
CCN(CC)S(=O)(=O)c1ccc2oc(C(=O)NCc3ccc(C)cc3)c(C)c2c1,-4,-55,-1,15,-0.2,12,1.5,1,8
CCN1C(=O)[C@@H]2[C@@H](c3ccc(-c4ccc(Cl)c(Cl)c4)c(OC)c3)N3CCCC[C@@]3(C(=O)OC)[C@@H]2C1=O,-6,38,-4,1,-0.3,-24,1.1,5,-1
CCCCOC(=O)n1c(SCC(=O)N(CC)CC)nc2ccccc21,4,9,2,-1,-0.4,9,-0.8,-7,-4
O=C(CNS(=O)(=O)c1cccs1)Nc1ccc2c(c1)OCCO2,-1,-4,0,4,-0.2,6,0.3,-2,15
CCC(C)(C)n1nnnc1C(c1ccccc1)N1CCc2ccccc2C1 (stereo not given),-8,19,3,0,-0.8,13,0.5,1,1
Cc1ccc(Cc2ccc(C(=O)NNC(N)=S)o2)cc1,4,-7,-3,-38,0.0,-16,1.0,0,4
COC(=O)[C@H](CC(C)C)NC(=O)Cn1cnc(C(=O)Nc2ccc(C)c(C)c2)n1,7,-4,0,14,-0.5,0,-0.5,3,2
Cc1[nH]c2ccccc2c1/C=N/Nc1ccc([N+](=O)[O-])cc1,-114,11,-3,-152,9.6*,-212,0.7,-337,5
CSc1ccc(CN2C(=O)NC3(CCCCCC3)C2=O)cc1,0,3,-10,1,-0.7,-2,1.8,3,-2
O=C(CN1C(=O)S/C(=C\C=C\c2ccccc2)C1=O)NC1CCS(=O)(=O)C1 (stereo not given),3,0,-7,20,0.0,12,3.0,3,4
C=CCN1N=C(/C=C/c2ccccc2)CCC1=O,-2,2,-7,-11,-0.5,2,2.9,-8,0
COc1ccc(CN2CCCC(C(=O)c3ccc(SC)cc3)C2)cc1Cn1cccn1 (stereo not given),-4,-2,-4,-9,0.1,-13,-0.4,6,-2
O=C(O)COc1ccc(/C=N/n2c(COc3ccccc3)nc3ccccc3c2=O)cc1,11,-6,-3,12,-0.1,-15,1.1,2,9
CC(=O)Nc1ccc(-c2csc(NC(=O)Cc3cccc(F)c3)n2)cc1,1,11,-3,6,0.0,11,-0.5,9,-7
O=C(CN1CCN(C2CCCCC2)CC1)c1ccc2cc[nH]c2c1,9,-6,-4,16,-0.2,-2,0.9,-7,-9
O=C(CCl)N1c2ccccc2Sc2ccc3ccccc3c21,0,24,-4,-4,-0.3,-10,x,19,4
O=C(CCNC(=O)c1ccccc1)OCN1C(=O)c2ccccc2C1=O,3,-7,-9,-2,-2.5,3,0.1,1,-6
O=c1[nH]ncc(NCc2ccc(Cl)cc2)c1Cl,-1,1,-2,-10,0.5,-10,0.7,9,-5
Cc1nc(C)c(C(=O)N/N=C/c2c[nH]c3ccccc23)s1,3,-6,-2,-13,-0.3,-3,x,-3,34
C=CCOc1ccc(C=CC(=O)c2c(O)c(OC)c(OC)c(OC)c2OC)cc1,1,-2,-4,1,-0.3,-2,3.2,-4,-1
CCOc1ccc(Br)cc1S(=O)(=O)N1CCCC1,-4,-2,-5,13,0.1,10,0.1,-2,-22
O=CNc1ccc2c(c1)Cc1cc([N+](=O)[O-])ccc1-2,-46,16,-3,-11,0.0,0,2.4,-14,20
O=C(CN1CCN(S(=O)(=O)c2ccc(Br)cc2)CC1)N/N=C/c1cccnc1,1,-6,-1,-15,0.0,-9,-0.5,0,5
O=C(Nc1ccccc1)N1CCCN(Cc2c(F)cccc2Cl)CC1,1,0,-7,-7,-1.2,-5,-0.7,-3,-1
# Later entries.
SMILES,MT1-MMP act inh,FAS TE block,bovine MsrA act,MLLE-PAM2 inh,Tb MetRS inh,CendR NRP1 mod,MsrA inhibitor,eLon inh,SKN-1 block
Cc1cccc(N2CCN(C(=O)c3cc4c(=O)n(C)c5ccccc5c4n3C)CC2)c1C,-4,26,-1,-8,-1.1,-6,1.2,2,4
CC(=O)N1CCN(S(=O)(=O)c2cccc(C(=O)OCC(=O)NCc3ccccc3Cl)c2)CC1,4,4,0,2,-0.1,6,-0.1,-17,20
CCC1(CC)NC(=O)N(CC(=O)OCc2nc3cc(C(=O)OC)ccc3c(=O)[nH]2)C1=O,0,-4,2,7,0.0,6,-0.1,3,-8
CCNC(=O)C1(C)CCCN(Cc2cc3ccccc3o2)C1 (stereo not given),0,-5,-2,9,-0.2,-9,-1.6,-9,-7
COC(=O)c1sc2nc3c(cc2c1N)C(=O)CC(C)(C)C3,-2,-5,-2,22,-0.3,0,1.2,10,7
NC(=O)c1nnn(-c2ccc([N+](=O)[O-])cc2)c1-c1ccccc1,-7,0,-12,6,-1.1,21,0.3,8,-19
NC(=O)c1ccc(NC(=O)CCC(=O)c2cccs2)cc1,-2,-7,-2,-5,-0.3,-16,-1.0,-3,-2
CCSC(=O)CCCCCCCCCCCO,-4,2,-10,9,-1.6,9,0.3,-2,14
CCn1c(SCC(=O)Nc2ccc(OC)cc2)nc2c1c(=O)n(C)c(=O)n2C,-1,0,-9,3,-1.0,5,1.2,-8,0
Cc1csc(N(C)C(=O)CSc2nnc(COc3cccc4ccccc34)o2)n1,-9,29,-3,-140,-0.7,8,0.3,-1,2
CC1=C(C(=O)OCc2ccccc2)C(c2cccc(Br)c2)NC(=O)N1 (stereo not given),-1,-2,-3,-1,-0.1,8,-0.7,-2,0
CC1(OC(=O)C2CCCC2)C(=O)C=C2C=C(c3ccsc3)N(Cc3ccccc3)C=C2C1=O (stereo not given),4,2,-2,9,-0.4,-2,0.8,-1,24
Cc1c(C(=S)NC(=O)C2CC2)c(=O)n(-c2ccccc2)n1C,-7,-8,-3,-1,-0.3,-13,1.8,2,-4
Cc1ccc(C(=O)O)c(NC=O)c1OCc1ccccc1,1,-5,1,2,-0.4,8,0.4,-1,11
O=C(Nc1ccsc1C(=O)O)c1ccccc1Cl,4,-4,-5,2,-0.9,4,-0.6,1,7
Cc1ccc(NS(=O)(=O)c2cccc(C(=O)NCC(c3cccs3)N3CCOCC3)c2)cc1 (stereo not given),-5,5,0,1,0.1,-2,0.0,0,12
Cc1cc(C(F)(F)F)nc(Nc2nc(C)c3ccccc3n2)n1,3,-6,-3,-5,0.0,-7,1.5,-3,9
